SUMO1-SIM PPI: alters human SUMO1 binding to SIM partners; 360,000 tested, 0.33% active; AID 602429; P63165; SUMO1 binding to a labelled peptide, TR-FRET, 1 h; inhibition, % at 20 µM; in the data active means inhibition above about 37%
Target sequence (P63165 whole entry, looked up): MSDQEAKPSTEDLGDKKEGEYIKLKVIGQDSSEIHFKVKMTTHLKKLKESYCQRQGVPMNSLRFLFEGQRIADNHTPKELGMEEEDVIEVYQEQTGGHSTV
STEP inh: blocks human striatal-enriched tyrosine phosphatase | P54829 | recombinant STEP, OMFP fluorogenic substrate, fluorescence | inhibition, % at 20 µM | 360,000 tested, 0.25% active | AID 588621;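 active means inhibition at 20 µM, scaled per plate between control wells, above about 37%, limit read from the data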;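 further: 0% = DMSO with enzyme and substrate and 100% = substrate only without enzyme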
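System: STEP (striatal-enriched tyrosine phosphatase) enzyme, cell-free; medium: Bis-Tris pH 6.0 buffer with DTT, detergent; dosing: 20 µM, 1% DMSO; times: reaction 20 min, ambient temperature; detection: fluorescence, 480/540 nm; read-out basis: normalized % inhibition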
Scp1 inh: blocks human Scp-1 phosphatase activity | Q9GZU7 | Recombinant Scp1, phosphopeptide, malachite green phosphate absorbance | inhibition, % at 20 µM | 340,000 tested, 0.88% active | AID 493091;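 active means inhibition above about 50% at 20 µM, limit read from the data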;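 further: plate controls were DMSO wells with enzyme for no effect and wells lacking enzyme for full effect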
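Test system: SCP-1 phosphatase catalytic domain, residues 76-261; measured by: colorimetric phosphate reagent with accelerator and stabiliser, absorbance at 630 nm; timing: enzyme reaction 45 min at room temperature, colour 5 min, stabilisation 30 min; also added: Phosphorylated 17-residue peptide substrate; compound dosing: one concentration, 20 µM, with 1.0% DMSO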
MsrA inh: inhibitors of bovine MsrA. purified bovine MsrA, absorbance read-out. inhibition, % at 15.5 µM. 360,000 tested, 0.75% active. AID 651718; in the data active means inhibition above about 4.5%;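 further: 0% = vehicle wells with enzyme and 100% = reference inhibitor wells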
DNMT1 block: DNMT1 (human) enzyme inhibition | DNMT1 molecular beacon, Hinp1I cleavage, fluorescence | P26358 | inhibition (reported as % activation of signal), % at 10 µM | 360,000 tested, 0.83% active; in the data active means inhibition above about 50%
MsrA act: activators of bovine methionine sulfoxide reductase A; AID 602163; activation, % at 10.6 µM; 360,000 tested, 0.3% active; purified bovine MsrA, absorbance read-out; in the data active means activation above about 7.5%;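 further: 0% = vehicle and 100% = reference activator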
E coli Lon inh: E. coli protease La inhibition; inhibition, % at 7.94 µM; 360,000 tested, 0.42% active; P0A9M0; purified E. coli Lon protease, fluorescence polarization; in the data active means inhibition above about 13%, passing the limit was not always enough;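 further: 0% = enzyme with probe and DMSO and 100% = no enzyme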
LMPTP inh: blocks human LMPTP phosphatase; recombinant LMPTP-A, OMFP fluorogenic substrate, fluorescence intensity; inhibition, % at 20 µM; 360,000 tested, 0.22% active; AID 651560;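 active means compounds that cut the enzyme signal by at least half of the control window in the single-dose screen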;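 further: plate controls were DMSO wells with enzyme plus substrate for no effect and substrate without enzyme for full effect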
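Buffer or medium: Bis-Tris pH 6.0, DTT, detergent; Assay system: LMPTP-A enzyme; Quantity: 0.625 nM enzyme; Detection: endpoint fluorescence intensity; Times: 50 min dark incubation at room temperature; Controls: substrate-only low control, DMSO enzyme-plus-substrate high control; Doses: single 20 µM dose; Read-out: percent inhibition versus substrate-only and uninhibited controls; Reagent: 400 µM OMFP.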
Tb MetRS inh: Trypanosoma brucei MetRS inhibition. purified T. brucei MetRS, ATP depletion, Kinase-Glo luminescence. inhibition, % at 11.9 µM. 360,000 tested, 0.4% active. AID 624268;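 active means inhibition above a per-plate cutoff of the control wells' mean inhibition plus 3 SD, cut at about 5.5% in these data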;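 further: 0% = DMSO wells median and 100% = median of wells with control inhibitor compound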
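Material – parasite MetRS enzyme · Medium – HEPES-MgCl2-KCl buffer plus DTT, spermine, BSA, pyrophosphatase · Reagent – ATP, methionine and E. coli bulk tRNA substrates · Times – 15 min enzyme-compound preincubation, 2 h reaction, 10 min detection, 25 °C · Measured by – luminescence of leftover ATP · Evaluation – percent inhibition relative to median high and low control wells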
NRP1-CendR mod: alters CendR peptide binding to human NRP-1 | O14786 | FAM-RPARPAR peptide binding to NRP-1, fluorescence polarization | inhibition, % at 25 µM | 360,000 tested, 0.85% active;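 active means inhibition or corrected inhibition above about 18%, plus a signal ratio from 0.5 to 1.5, limit read from the data, passing the limit was not always enough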; further: strong numbers were not always called active
Target sequence (O14786 whole entry, looked up): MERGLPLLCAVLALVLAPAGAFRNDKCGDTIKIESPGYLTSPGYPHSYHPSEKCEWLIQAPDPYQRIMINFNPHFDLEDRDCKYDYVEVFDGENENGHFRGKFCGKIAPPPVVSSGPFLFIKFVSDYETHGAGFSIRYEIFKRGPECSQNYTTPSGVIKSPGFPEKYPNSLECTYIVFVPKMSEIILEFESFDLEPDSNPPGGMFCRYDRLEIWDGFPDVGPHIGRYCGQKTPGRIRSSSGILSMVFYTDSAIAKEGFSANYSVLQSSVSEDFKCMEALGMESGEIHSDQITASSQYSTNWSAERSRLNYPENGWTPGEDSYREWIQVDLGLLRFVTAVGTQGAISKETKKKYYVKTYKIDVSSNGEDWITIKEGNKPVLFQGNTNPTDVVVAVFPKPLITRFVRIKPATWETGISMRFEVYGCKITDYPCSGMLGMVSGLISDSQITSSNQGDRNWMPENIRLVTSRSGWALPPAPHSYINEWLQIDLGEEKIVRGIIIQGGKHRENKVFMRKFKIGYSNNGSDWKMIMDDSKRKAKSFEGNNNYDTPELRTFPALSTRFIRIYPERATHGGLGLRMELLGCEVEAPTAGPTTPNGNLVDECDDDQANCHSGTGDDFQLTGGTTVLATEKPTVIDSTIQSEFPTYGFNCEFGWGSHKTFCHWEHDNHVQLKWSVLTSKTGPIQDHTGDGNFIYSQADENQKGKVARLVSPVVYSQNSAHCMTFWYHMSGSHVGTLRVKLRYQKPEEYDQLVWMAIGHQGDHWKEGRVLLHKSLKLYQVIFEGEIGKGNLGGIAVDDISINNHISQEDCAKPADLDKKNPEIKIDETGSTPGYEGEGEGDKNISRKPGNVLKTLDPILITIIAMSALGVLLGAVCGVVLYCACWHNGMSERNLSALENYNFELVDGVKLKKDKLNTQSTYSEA
* marks the source's active call; other numbers are inactive results; nt = not tested or not shown. An unsorted share of the library; overall some 4.3% were active at least once.

SMILES | SUMO1-SIM PPI | STEP inh | Scp1 inh | MsrA inh | DNMT1 block | MsrA act | E coli Lon inh | LMPTP inh | Tb MetRS inh | NRP1-CendR mod
Cc1ccc2nc(NC(=S)NC(=O)c3ccco3)sc2c1 | 15 | 2 | -1 | 0.6 | -1 | -2 | -7 | 0.3 | -0.2 | -11
O=C(CCC1CCCCC1)NCc1ccc(F)cc1 | 4 | -1 | -7 | -0.4 | 1 | -2 | 0 | -1.9 | 0.1 | 8
O=C(NCCc1cccc(C(F)(F)F)c1)C1CCC(=O)N(C2CC2)C1 (stereo not drawn) | 7 | 1 | 9 | -0.9 | -1 | -2 | -1 | 0.0 | -0.1 | 6
Cc1noc(C)c1S(=O)(=O)N(C)C[C@H]1Oc2ccc(NC(=O)C3CCCCC3)cc2C(=O)N([C@H](C)CO)C[C@@H]1C | -3 | -3 | -2 | 0.1 | 3 | -5 | 13 | -1.1 | -0.5 | 12
CC=CCn1c(SCCCc2ccccc2)nc2c1c(=O)[nH]c(=O)n2C | 6 | 5 | nt | -0.6 | 10 | -2 | 2 | -0.9 | -0.9 | -5
CC(=O)Nc1ccc(S(=O)(=O)NC(C)c2ccccc2)cc1 (stereo not drawn) | 4 | -2 | -4 | 0.1 | -1 | -4 | 2 | 0.3 | 0.2 | 6
CCOC(=O)C1(Cc2ccc(Cl)cc2)CCN(Cc2cn(CC)nc2C)CC1 | -5 | 0 | -1 | -1.6 | 0 | 0 | 4 | 1.0 | 0.2 | -7
C/C=C(\C)C(=O)NCCN1C2=NC[C@H](C)N2C[C@@H]1Cc1ccc(OC)cc1 | -8 | 0 | 0 | 1.7 | 4 | -3 | -1 | -0.3 | -0.2 | 3
CCCCCC1C/C(=N\O)C=C(C)C1C(=O)OC (stereo not drawn) | 3 | -1 | -1 | -0.7 | 4 | 2 | -1 | 1.2 | -0.1 | -2
CSc1cc(C)n(-c2ccccc2C)c(=S)c1C(C)=O | -4 | 1 | -19 | 1.1 | -1 | 0 | -12 | -2.0 | -1.0 | 4
CC(C)SC1=NC(C)(C)C=C(/C=C/c2ccc(Cl)cc2Cl)N1 | 0 | 0 | 2 | 0.6 | -7 | -6 | -6 | 1.3 | 1.8 | -6
O=C(CN1C(=O)C2C3C=CC(C3)C2C1=O)NCCN1CCCc2ccccc21 (stereo not drawn) | -4 | 2 | 22 | -0.9 | -6 | -2 | 4 | 2.0 | -0.4 | -2
CC(NC(=O)c1ccc2ccccc2n1)c1ccc(Br)cc1 (stereo not drawn) | -3 | 1 | -1 | 0.3 | 3 | 0 | 6 | 2.6 | -0.7 | 10
O=C(NCc1ccccn1)c1cc(-c2ccc(-c3ccccc3)cc2)nc2ccccc12 | -8 | 6 | 3 | 2.7 | -22 | -5 | -4 | 4.4 | -0.5 | 0
Cc1ccc2c(c1)C(=O)C(=O)N2Cc1ccc(Br)cc1 | -32 | 0 | -4 | 1.9 | 3 | -2 | 28 | 2.9 | 0.4 | -8
CC1CCCC(NC(=O)CCn2c(=S)oc3ccccc32)C1C (stereo not drawn) | -2 | 10 | 3 | 1.7 | 2 | -3 | 1 | 3.4 | -0.5 | 4
COC(=O)[C@]12CCCCC=C1N(Cc1ccccc1)C(=O)[C@H](CC(=O)NCCCCc1ccccc1)C2 | 2 | nt | nt | -1.1 | nt | 0 | -4 | 3.7 | -0.3 | -4
CCc1cc2cc(C)cc(C)c2nc1SCC(=O)NNC(=O)c1ccco1 | -1 | 2 | -2 | 0.9 | 0 | 2 | -6 | 1.1 | -0.8 | -1
CC(C)C(NC(=O)C(Cc1ccccc1)NC(=O)OCc1ccccc1)C(=O)O (stereo not drawn) | 3 | 0 | 1 | -0.8 | 0 | -10 | -9 | -1.4 | -1.1 | -3
Cc1cc(C)cc(OCC(=O)NCCc2nc3ccccc3[nH]2)c1 | -3 | -2 | -6 | 0.0 | -3 | 0 | -4 | -0.5 | 2.2 | -13
CS(=O)(=O)Nc1ccc(Cc2ccc(NS(C)(=O)=O)cc2)cc1 | 2 | 1 | -2 | 0.0 | -2 | -2 | -4 | -0.4 | -0.1 | 2
CC(C)(C)c1cc(Cl)ccc1OCCn1ccnc1 | 0 | 0 | 3 | 0.9 | 3 | -8 | 10 | -3.2 | -1.2 | 6
Cc1nc2ncccn2c1-c1csc(Nc2ccc(N(C)C)cc2)n1 | -5 | 1 | 6 | 0.5 | 1 | -12 | -6 | 0.0 | -0.5 | 7
CCCC(C)NC(=O)COC(=O)c1cc(Br)c(Br)s1 (stereo not drawn) | 0 | -1 | -4 | -0.9 | -1 | -2 | -4 | 0.4 | -0.1 | 9
O=C(COc1ncnc2ccccc12)N1CCN(S(=O)(=O)c2ccc(Cl)cc2)CC1 | -1 | 3 | 18 | 0.1 | -1 | -3 | -4 | -0.6 | -0.6 | 1
Carrying on:
SMILES | SUMO1-SIM PPI | STEP inh | Scp1 inh | MsrA inh | DNMT1 block | MsrA act | E coli Lon inh | LMPTP inh | Tb MetRS inh | NRP1-CendR mod
CC(=O)N1c2ccc(S(=O)(=O)N3CCC(C(=O)Nc4cccc(C)c4C)CC3)cc2CC1C (stereo not drawn) | 2 | 0 | 5 | -1.0 | 3 | -2 | -3 | -1.0 | 0.1 | -3
O=C(CCn1c(=O)oc2ccccc21)N1CCOCC1 | -6 | -4 | 1 | -0.4 | 5 | -2 | -12 | -0.5 | -1.3 | -4
CC(C)(C)NC(=O)NC(=O)CN1CCN(c2cccc(Cl)c2)CC1 | 2 | -2 | -10 | 3.8 | 0 | -3 | 2 | 0.0 | -0.2 | 3
CCCC(=O)Nc1ccc(NC(=O)c2ccccc2OC)cn1 | 18 | -2 | 31 | -1.2 | 1 | 0 | -2 | 0.5 | 0.0 | 5
O=C(Nc1ccc2c(c1)OCCO2)c1cnccn1 | 5 | -7 | 1 | 0.5 | 5 | -15 | -2 | -1.0 | -1.6 | -10
CC(=O)c1sc(N/N=C\c2cccc(Br)c2)nc1C | -5 | -2 | -5 | 0.2 | -34 | -3 | -397 | 2.2 | 0.5 | -102
CCc1nc2ccc(C(=O)NCCCN3CCCC3=O)cn2c1N(C=O)CC | -4 | -2 | nt | -0.9 | 1 | -7 | -4 | -0.2 | -0.6 | -8
Cn1c(=O)c(=O)n(C)c2cc(S(=O)(=O)CCC(=O)Nc3c(F)c(F)c(F)c(F)c3F)ccc21 | 0 | -1 | 1 | 0.9 | 2 | -4 | -2 | -0.3 | 0.1 | -2
COc1ccc(-c2sc(Nc3ccc(F)c(F)c3F)nc2CCC(=O)NN)cc1 | 3 | -2 | 1 | -1.1 | -7 | -3 | -5 | 1.4 | 0.2 | 9
CN(C(=O)CSc1ccc(S(=O)(=O)N2CCCCC2)cn1)c1ccccc1 | 3 | 0 | -7 | 0.9 | 0 | -3 | -3 | 1.1 | 0.2 | -5
O=C1NC(=Nc2ccccc2)S/C1=C\c1cccs1 | -1 | 21 | 97* | 1.1 | 2 | -4 | 9 | 31 | 0.5 | -16
O=[N+]([O-])c1cncc([N+](=O)[O-])c1Nc1ccccc1Cl | -27 | 2 | -4 | 1.2 | 7 | 0 | -3 | -0.9 | -0.2 | 8
O=C(NC(NC(=S)Nc1cc(Cl)ccc1Cl)C(Cl)(Cl)Cl)c1ccco1 (stereo not drawn) | 11 | -3 | -10 | 0.6 | -1 | 0 | 4 | 1.1 | 0.0 | -2
OCCN=c1cc(-c2ccccc2)oc2ccc(Cl)cc12 | -14 | -2 | -6 | nt | 10 | -6 | 5 | -1.3 | -0.8 | 4
Cc1nn(CC(=O)Nc2ccccn2)c(C)c1Br | -3 | 0 | -8 | -0.7 | 1 | -1 | -15 | -1.9 | 0.9 | 4
Cc1ccc(N(CCC(=O)N2CCOCC2)S(=O)(=O)c2ccccc2)cc1 | -3 | 2 | -8 | 0.1 | -1 | -1 | -2 | -1.5 | -0.3 | 4
Cc1nc2c3cnn(-c4ccccc4)c3ncn2n1 | 14 | 4 | -3 | -1.6 | -2 | 2 | 5 | 0.7 | 0.1 | -15
CCOc1cc(/C=N/NC(=O)c2cccc([N+](=O)[O-])c2)ccc1OS(=O)(=O)c1ccccc1 | -8 | 2 | 0 | 1.6 | -5 | 3 | -4 | 3.9 | -0.3 | 14
O=C(COC(=O)CCS(=O)(=O)c1ccccc1)Nc1ccc(N2CCCCC2)cc1 | 2 | -2 | -1 | -1.5 | -3 | -1 | 9 | 0.9 | -0.6 | -2
O=C(CSc1ccc2nnc(CCNC(=O)c3ccccc3)n2n1)NCc1ccco1 | 1 | 1 | 0 | -1.7 | -1 | -3 | 1 | 0.9 | 0.6 | -1
CC1CCN(S(=O)(=O)c2ccc3c(c2)c(=O)c(C(=O)N2CCCCC2)cn3C)CC1 | 4 | 0 | 3 | 2.1 | 0 | -2 | 2 | -1.9 | 0.3 | 3
CCN(CC(=O)Nc1ccc(NC(C)=O)cc1)C(=O)c1ccc(=O)n(C)n1 | -15 | -4 | -5 | 1.7 | -1 | -2 | 2 | -9.5 | -0.1 | 13
Cc1ccc(NC(=S)N2CCn3cccc3C2c2cccnc2)cc1 (stereo not drawn) | -1 | 0 | -5 | 1.4 | -5 | -2 | -15 | -2.7 | -0.7 | 4
Cc1ccc(S(=O)(=O)N2CCC(NC(=O)OC(C)C)CC2)cc1 | -2 | 0 | -5 | 1.3 | -2 | -1 | -3 | 0.4 | 0.9 | 9
Cc1[nH]nc2c1C(c1cccs1)C(C#N)=C(N)O2 (stereo not drawn) | -3 | -1 | -3 | 0.7 | -8 | -4 | -1 | 1.0 | -0.1 | 4
COc1cc(NC(=O)CN2C(=O)NC(C)(c3ccc(OC(F)F)cc3)C2=O)cc(OC)c1OC (stereo not drawn) | -2 | -3 | -3 | -0.4 | 0 | -1 | 4 | 0.5 | -0.8 | -4
CCOC(=O)CNC(=O)COc1coc(CN2CCN(c3ccc(F)cc3)CC2)cc1=O | -5 | -2 | -7 | -0.3 | 3 | -4 | 1 | -1.3 | 0.1 | 5

Full records from above. Values in the order: SUMO1-SIM PPI, STEP inh, Scp1 inh, MsrA inh, DNMT1 block, MsrA act, E coli Lon inh, LMPTP inh, Tb MetRS inh, NRP1-CendR mod
Listed for `O=C(Nc1ccc2c(c1)OCCO2)c1cnccn1` = 5, -7, 1, 0.5, 5, -15, -2, -1.0, -1.6, -10
Listed for `CC(C)(C)NC(=O)NC(=O)CN1CCN(c2cccc(Cl)c2)CC1` = 2, -2, -10, 3.8, 0, -3, 2, 0.0, -0.2, 3
Listed for `CCN(CC(=O)Nc1ccc(NC(C)=O)cc1)C(=O)c1ccc(=O)n(C)n1` = -15, -4, -5, 1.7, -1, -2, 2, -9.5, -0.1, 13

Compound activity as filed in PubChem.
